High-throughput results: PubChem BioAssay, several laboratories
PRMT1 FP inh: blocks human protein arginine methyltransferase 1 | Q99873 | recombinant PRMT1, activity-based probe fluorescence polarization | inhibition, % at 2.79 µM | 1.3% of 370,000 active | AID 652257;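 active means inhibition above about 21% made by adding two undisclosed values, limit read from the data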
Target sequence (Q99873 whole entry, looked up): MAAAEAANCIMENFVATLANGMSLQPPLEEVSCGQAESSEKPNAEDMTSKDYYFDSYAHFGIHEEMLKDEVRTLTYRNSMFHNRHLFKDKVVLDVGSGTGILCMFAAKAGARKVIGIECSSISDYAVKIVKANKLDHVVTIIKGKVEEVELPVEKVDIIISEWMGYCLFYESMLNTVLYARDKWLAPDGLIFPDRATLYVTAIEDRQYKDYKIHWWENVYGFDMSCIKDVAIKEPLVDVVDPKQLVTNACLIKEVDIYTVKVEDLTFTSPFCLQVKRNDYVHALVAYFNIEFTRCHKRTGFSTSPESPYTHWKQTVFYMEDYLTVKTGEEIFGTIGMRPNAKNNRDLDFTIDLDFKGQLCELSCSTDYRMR
UHRF1 MBD2 ctr: blocks human UHRF1 binding to methylated DNA. UHRF1 binding to methylated oligo, TR-FRET. AID 687016. 0.75% of 370,000 active. inhibition, % at 4.4 µM. Q96T88; in the data active means inhibition above about 21%;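 further: UHRF1 SRA domain binding a hemimethylated CpG hairpin DNA probe; 0% = median of test compound wells and 100% = reference inhibitor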
mABHD4 FP: inhibits mouse alpha/beta hydrolase domain 4; 0.54% of 370,000 active; Q8VD66; purified mABHD4, FP-Rh probe fluorescence polarization; inhibition, % at 8.92 µM;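 active means inhibition exceeding the mean over every tested compound plus 3 SD, cut at about 30% in these data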;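 further: 0% = plate median of compound wells and 100% = S159A mutant with DMSO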
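system = mouse ABHD4 enzyme, wild type | medium = HEPES pH 7.0, NaCl, Pluronic buffer | also added = FP-Rh probe | incubation = Enzyme–compound pre-incubation 45 min, then probe 60 min, both 25 °C | technique = fluorescence polarization, excitation 525 nm, emission 598 nm, BODIPY TMR filters | controls = S159A mutant high control, sample median low control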
rCAG RNA binder: r(CAG) repeat RNA binding. TO-PRO-1 dye displacement fluorescence. inhibition, % at 3 µM. 1.3% of 370,000 active. AID 651821;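 active means inhibition above the plate cutoff, the mean of all test compounds on that plate plus 3 SD, cut at about 35% in these data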;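 further: 0% = DMSO alone and 100% = 100 µM mitoxantrone as full dye displacement; higher means more dye released from RNA so lower well fluorescence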
HTRA1 inhibitor: inhibitors of human serine peptidase HTRA1; Q92743; inhibition, % at 5.96 µM; 0.5% of 340,000 active; recombinant HTRA1, FP-rhodamine activity-based probe, fluorescence polarization; in the data active means inhibition above about 36%;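 further: 0% = enzyme with DMSO and 100% = wells lacking enzyme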
SIAE inh: human SIAE inhibition, primary screen | inhibition, % at 9.66 µM | Q9HAT2 | SIAE FP-Rh probe binding, fluorescence polarization | 0.69% of 370,000 active | AID 1053197;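 active means inhibition above a cutoff: mean of compounds within the control limits plus 3 SD of those, cut at about 17% in these data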;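 further: 0% = plate median of compound wells and 100% = probe without SIAE protein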
Target sequence (Q9HAT2 whole entry, looked up): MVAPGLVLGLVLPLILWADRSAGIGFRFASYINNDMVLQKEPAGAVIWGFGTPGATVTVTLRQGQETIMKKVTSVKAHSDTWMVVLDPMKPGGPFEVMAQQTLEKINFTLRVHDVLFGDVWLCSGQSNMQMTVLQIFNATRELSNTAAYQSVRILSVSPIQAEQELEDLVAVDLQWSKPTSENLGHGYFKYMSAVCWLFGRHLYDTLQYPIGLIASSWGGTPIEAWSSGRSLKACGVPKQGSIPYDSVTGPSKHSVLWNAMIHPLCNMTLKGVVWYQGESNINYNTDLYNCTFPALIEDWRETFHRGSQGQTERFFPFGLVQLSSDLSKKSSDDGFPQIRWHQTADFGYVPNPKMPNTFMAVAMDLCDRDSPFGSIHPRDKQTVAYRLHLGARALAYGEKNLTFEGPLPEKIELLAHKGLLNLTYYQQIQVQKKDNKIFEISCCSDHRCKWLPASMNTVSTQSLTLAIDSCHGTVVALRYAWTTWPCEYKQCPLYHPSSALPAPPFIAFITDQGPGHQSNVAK
MBD2 inh: blocks human MBD2 binding to methylated DNA; Q9UBB5; TR-FRET, MBD2 binding to methylated oligonucleotide; inhibition, % at 4.4 µM; 0.31% of 370,000 active; in the data active means inhibition above about 13%
TCR-CD3 inh: blocks the human TCR-CD3 interaction; TAMRA-labeled TCR probe fluorescence, biochemical; inhibition, % at 9.4 µM; 0.37% of 360,000 active; AID 651800; in the data active means inhibition above about 19%;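 further: recombinant mutant TCR 2C K166C tagged with TAMRA read by polarization; 0% = receptor in buffer alone and 100% = receptor with positive control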
GC-B act: GC-B (human) receptor activation | P20594 | HEK293-GC-B cells, CNP EC30, cGMP TR-FRET; 0% at EC30 CNP, 100% saturating CNP | activation, % at 10 µM | 0.11% of 370,000 active;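 active means activation at 10 µM reaching about 35% in either raw or pattern-adjusted values, limit read from the data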
GC-A act: GC-A (human) enzyme activation. activation, % at 10 µM. 0.14% of 370,000 active. P16066. HEK293 GC-A cells, cGMP TR-FRET, EC30 ANP; 0% at EC30 ANP, 100% saturating ANP; in the data active means activation above about 40%
Active calls of the source: *; . = not tested or not shown.

smiles	PRMT1 FP inh	UHRF1 MBD2 ctr	mABHD4 FP	rCAG RNA binder	HTRA1 inhibitor	SIAE inh	MBD2 inh	TCR-CD3 inh	GC-B act	GC-A act
Cn1nc(C(=O)NNC(=O)c2ccccc2Br)c2ccccc2c1=O	-1	3	-1	3	-2	2	-2	-6	2	-2
CCOc1ccc(NC(=S)Nc2ccc(OC(F)(F)F)cc2)cc1	-2	-1	-2	1	0	4	1	9	-1	4
Cc1ccccc1Nc1nc(N)nc(-c2oc3ccccc3c2C)n1	-1	-3	-4	3	.	-13	0	-2	4	9
c1ccc2c(-n3cccn3)cccc2c1	-3	-1	4	2	1	-2	2	0	-2	2
COc1ccc(N2CCN(C(=O)Cc3nn(C)c(=O)c4ccccc34)CC2)cc1	4	3	13	-2	6	-2	-5	4	-3	0
CCOc1c(Cl)cc(CNc2ccc(S(N)(=O)=O)cc2)cc1OC	0	3	1	2	1	3	1	0	-1	3
Cc1ccc(C)c(NC(=O)COC(=O)c2cc3ccccc3oc2=O)c1	-2	-2	-2	2	4	6	-4	5	0	0
CCOc1ccc2nc(NC(=O)CN3CCC(n4nnc5cc(F)ccc54)CC3)sc2c1	1	0	-3	6	-26	-4	-2	-2	-5	-11
CC(Sc1ccccc1)C(=O)N1CCN(S(=O)(=O)c2ccccc2)CC1 (stereo not given)	-5	-3	-2	-6	0	1	-2	5	0	-1
NS(=O)(=O)c1ccc(CNC(=S)Nc2ccc(F)c(Cl)c2)cc1	3	3	-5	5	-2	-1	4	-7	-3	2
C=CCNC(=S)Nc1ccc2cn[nH]c2c1	5	0	7	0	1	5	1	-3	4	1
Cc1ccc(NC(=O)COC(=O)c2ccc(-n3cnnn3)cc2)c(Br)c1	-3	-2	-4	5	-1	11	4	3	-5	-5
Cn1c(=O)c2c(nc(N3CCCCCC3)n2CC(O)COc2ccccc2)n(C)c1=O (stereo not given)	-3	-7	-1	-8	1	-3	-1	5	-2	-8
CC1CC(Nc2ccccc2)c2ccccc2N1C(=O)c1cccnc1 (stereo not given)	-4	0	0	-7	2	3	-7	2	-1	-6
Cc1ccc2nc(C)cc(C(=O)N3CCCC(CO)(Cc4ccccc4C)C3)c2c1 (stereo not given)	-8	13	-1	-8	-13	2	3	-3	-10	-20
COc1ccc(N/C=C(\C#N)c2ccc(OCCCF)cc2)cc1	-1	17	-4	2	0	10	8	9	-6	-2
O=c1c2sccc2[nH]c(=S)n1-c1ccccc1	-2	0	1	-3	4	9	-1	-1	-4	-2
CCc1ccc(NC(=O)COc2coc(CN3CCN(c4ccccc4)CC3)cc2=O)cc1	-3	2	-4	0	-8	1	-2	-8	-3	2
CCOCC(=O)Nc1ccc([N+](=O)[O-])cc1C	-1	-3	-1	1	1	-2	3	5	3	0
COc1ccccc1N1CCN(S(=O)(=O)Cc2ccccc2Cl)CC1	-1	1	9	-6	-6	4	-5	0	1	4

2 entries picked at random from those above, as already listed:
smiles	PRMT1 FP inh	UHRF1 MBD2 ctr	mABHD4 FP	rCAG RNA binder	HTRA1 inhibitor	SIAE inh	MBD2 inh	TCR-CD3 inh	GC-B act	GC-A act
O=c1c2sccc2[nH]c(=S)n1-c1ccccc1	-2	0	1	-3	4	9	-1	-1	-4	-2
Cc1ccc2nc(C)cc(C(=O)N3CCCC(CO)(Cc4ccccc4C)C3)c2c1 (stereo not given)	-8	13	-1	-8	-13	2	3	-3	-10	-20

Next section
smiles	PRMT1 FP inh	UHRF1 MBD2 ctr	mABHD4 FP	rCAG RNA binder	HTRA1 inhibitor	SIAE inh	MBD2 inh	TCR-CD3 inh	GC-B act	GC-A act
COc1ccc(-n2ccnc2SCC(=O)Nc2ccccc2)cc1	-1	0	-3	-5	2	-1	-1	0	-3	1
O=C1CN(C(=O)c2cc3ccccc3oc2=O)C(c2ccc(F)cc2)c2cc(F)ccc2N1 (stereo not given)	-2	-3	-1	5	3	0	0	8	-4	0
COc1ccc(OC)c(NC(=O)CSc2n[nH]c(-c3cccnc3)n2)c1	0	0	4	4	7	7	1	3	3	-3
COC(=O)C1=C(C)N(Cc2ccc(C(F)(F)F)cc2)C(=NCC2CC2)NC1c1cccc(Cl)c1 (stereo not given)	-3	0	29	8	.	4	3	-5	-31	-22
Cc1ccc(NC(=O)CSCC(=O)N2CCOCC2)cc1	-1	2	6	6	1	1	0	-6	3	-3
N#Cc1ccc(CN2CCN(CC(=O)NCCc3ccc(Cl)cc3Cl)CC2)cc1	-2	-1	5	1	-5	-1	6	3	0	-2
C/C(=N\NC(=O)c1c([N+](=O)[O-])c(C)nn1C)c1ccc(NC(=O)C2CCCC2)cc1	-2	-1	-5	-3	3	-3	1	-5	6	-1
CCC(=O)N1CCN(c2nc(-c3ccc(Cl)cc3)cs2)CC1	0	0	-3	1	-1	1	6	7	-9	3
CC(C)(C)n1ncc2c(=O)n(CC(=O)NC3CCCCC3)cnc21	1	-1	1	-2	5	-3	-3	6	7	1
Cc1cc(Nc2cccc(F)c2)n2nc(C)nc2n1	3	4	1	-1	2	-3	3	-10	1	-3
CCN(C(=O)CCc1nc(-c2ccc(OC)cc2)no1)c1cc(OC)ccc1OC	-1	1	-3	-8	-23	0	0	-5	-6	-2
Cc1cccc(NC2=NC(=S)N(CC#N)C23CCCCC3)c1	-1	1	-8	-2	-7	-3	0	0	1	1
Oc1ccc(/C=N/NC2=NCCCCC2)cc1	-2	-2	6	-2	6	1	-7	-4	4	2
c1coc(-c2cc(C3CCNCC3)[nH]n2)c1	5	3	0	-5	3	4	1	-3	-3	3
CCCN(C(=O)CCSc1ccc(F)cc1)c1c(N)n(Cc2ccccc2)c(=O)[nH]c1=O	3	7	2	-2	-5	-6	1	2	1	0
CN(Cc1ccccc1)C(=O)CSc1nc2c(c(C(F)(F)F)n1)CCc1ccccc1-2	0	2	0	3	2	7	-4	-10	-2	-1
CCOC(=O)c1ccc(NC(=O)CN2C(=O)CSCC2=O)cc1	12	-5	-4	6	1	5	2	-1	0	6
COCCCn1cnn2c(=O)c3ccccc3nc2c1=O	-3	2	4	2	.	-4	1	-1	-1	0
Cc1cc(Cn2nnc(-c3ccc(Br)cc3)n2)cc(C)c1O	-1	2	-48	0	-28	-16	4	4	-1	0
CCCCSc1nc2c([nH]1)c(=O)n(C)c(=S)n2C	-3	1	0	2	2	2	-3	4	3	9
CN(C)C1NC(=O)c2cc(-c3ccccc3)sc2N1 (stereo not given)	3	-2	3	-1	4	-2	-2	0	-8	-4
CC1CN(CC(=O)Nc2cccc(C(=O)Nc3cccc(C(F)(F)F)c3)c2)CC(C)O1 (stereo not given)	-1	-2	-23	-3	-21	-12	-8	9	8	6
O=C(Cn1cc(C(F)(F)F)ccc1=O)Nc1cc(S(=O)(=O)N2CCOCC2)ccc1Cl	7	-1	-3	5	3	1	1	2	-2	3
O=C(NC(=S)N1CCN(Cc2ccc3c(c2)OCO3)CC1)c1cccc(Br)c1	-2	-5	7	4	2	0	2	1	-11	1
ClC(Cl)(Cl)c1nc2ccccc2n2nncc12	-4	-1	1	0	-2	9	-1	-3	5	2
CCCNC(=O)CSc1ccc(S(=O)(=O)N2CCCC2)cn1	14	-1	2	2	6	0	-3	-3	0	1
COc1ccc(/C=N/NC(=O)CCc2n[nH]c(=O)[nH]c2=O)cc1OC	0	4	6	1	1	3	-2	2	1	-2
Cc1cc2oc3cc(NCCC4CCCN4C)ccc3c(=O)c2cc1C (stereo not given)	-3	-37	8	11	-10	-4	9	2	-8	10
COc1cccc(CNC(=O)c2ccc3nc[nH]c3c2)c1	0	-3	-1	-1	3	0	-4	4	-1	3
CCN(CC)S(=O)(=O)c1cccc(C(=O)Nc2ccc3c(c2)OCO3)c1	0	-2	2	0	0	3	4	5	5	1
COc1ccc2nccnc2c1[N+](=O)[O-]	-5	30*	4	1	1	0	-6	-1	-5	2
O=C(NCc1ccco1)/C(=C/c1ccc(Br)cc1)NC(=O)c1ccco1	-2	-2	-4	1	0	1	2	7	-1	3
CCCNC(=O)C1CCCN(S(=O)(=O)c2ccc3c(c2)CC(C)N3C(=O)C2CC2)C1 (stereo not given)	-1	-1	6	-2	3	3	4	2	2	3
CC(C)(O)[C@H](O)COc1c2ccoc2cc2oc(=O)ccc12	1	-1	-1	-1	-5	6	4	-4	3	0
O=C(Cn1c(=O)cnc2ccccc21)NNC(=O)c1ccccc1Cl	-2	-1	-1	2	8	12	-5	0	5	-3
CCCOC(=O)COC(=O)c1ccccc1NC(=O)c1ccccc1	0	-2	2	-1	-11	-4	2	1	0	-3
Cc1cc(Cl)nc(-n2nc(C)cc2C)n1	-1	0	-1	0	.	7	-4	-6	0	2
CCOc1ccc(C(=O)NCCC(=O)N2CCC3(CC2)NCCc2[nH]cnc23)cc1OCC	1	-1	5	-1	1	-5	2	6	-1	0
COc1ccccc1CCNC(=O)Cn1ccc2cc(S(=O)(=O)N3CCC(C)CC3)ccc21	0	0	-2	4	-28	-12	-1	2	2	4
CC(=O)Nc1ccc(/C=C(\C#N)S(=O)(=O)c2ccc(C)cc2)cc1	-1	-2	-5	6	-1	8	2	0	-6	-22
O=C1c2ccccc2C(=O)N1CCc1csc(-c2ccccc2)n1	0	-2	-10	-4	-8	5	-3	9	7	6
O=C(/C=C\Nc1ccc(Br)cc1)c1cccnc1	0	1	-3	21	-4	-10	3	-3	-7	13
COc1ccc(NC(=O)CCn2nnc(-c3ccc(C)cc3)n2)cc1OC	1	5	0	-1	0	4	3	-11	-1	-8

These rows are one share of the data. The share of hits here may be higher or lower than overall.
